Screening results (PubChem BioAssay)
FBA Mtb inh – inhibits M. tuberculosis FBA enzyme. P9WQA3. purified M. tuberculosis FBA, fluorescence read-out. inhibition, % at 1 µM. 2.3% of 360,000 active. AID 588726; in the data active = inhibition above about 27%;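 also: 0% = vehicle and 100% = reference inhibitor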
Target sequence (P9WQA3 whole entry, looked up): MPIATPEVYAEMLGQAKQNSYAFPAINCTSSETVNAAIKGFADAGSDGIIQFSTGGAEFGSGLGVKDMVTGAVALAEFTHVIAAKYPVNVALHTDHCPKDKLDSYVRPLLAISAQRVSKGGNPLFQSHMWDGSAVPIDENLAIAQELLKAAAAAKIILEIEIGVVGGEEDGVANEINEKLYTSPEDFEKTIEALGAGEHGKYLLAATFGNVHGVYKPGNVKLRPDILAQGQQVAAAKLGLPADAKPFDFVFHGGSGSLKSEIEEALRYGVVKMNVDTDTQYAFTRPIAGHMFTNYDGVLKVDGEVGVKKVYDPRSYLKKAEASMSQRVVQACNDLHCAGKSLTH
CCHF vOTU inh – blocks the CCHF virus ovarian tumor domain protease; inhibition, % at 11.5 µM; CCHFV vOTU protease, Pep-AMC fluorescence; 0.55% of 370,000 active; also: 0% = vehicle wells with enzyme and 100% = no enzyme wells
BoNT F protease – inhibitors of Botulinum neurotoxin F light chain protease; Multiplex microsphere protease cleavage assay, flow cytometry; inhibition, % at 10 µM; AID 588497; 0.22% of 360,000 active; in the data active = inhibition above about 35%, passing the limit was not always enough; inconclusive = no clear call, values can overlap the other calls; also: plate controls were buffer without enzyme for full effect and enzyme alone for no effect
FadD28 binding – blocks FadD28 binding to the bisubstrate probe. fluorescence polarization. inhibition, % at 12.5 µM. 0.22% of 360,000 active. AID 588549; in the data active = inhibition above about 8.5%, passing the limit was not always enough; inconclusive = no clear call, values can overlap the other calls
GDH-TPI inh – GDH-TPI coupled enzyme inhibition counter-screen | GDH-TPI coupled enzyme counterscreen, NADH absorbance | inhibition, % at 4.8 µM | 1.2% of 360,000 active;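 also: 0% = DMSO wells and 100% = wells lacking the enzyme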
UGM FP inh – inhibitors of M. tuberculosis UDP-galactopyranose mutase; 0.06% of 320,000 active; purified UGM, fluorescence polarization probe displacement; inhibition, % at 10 µM; P9WIQ1; in the data active = inhibition above about 10%, passing the limit was not always enough; inconclusive = no clear call, values can overlap the other calls
Target sequence (P9WIQ1 whole entry, looked up): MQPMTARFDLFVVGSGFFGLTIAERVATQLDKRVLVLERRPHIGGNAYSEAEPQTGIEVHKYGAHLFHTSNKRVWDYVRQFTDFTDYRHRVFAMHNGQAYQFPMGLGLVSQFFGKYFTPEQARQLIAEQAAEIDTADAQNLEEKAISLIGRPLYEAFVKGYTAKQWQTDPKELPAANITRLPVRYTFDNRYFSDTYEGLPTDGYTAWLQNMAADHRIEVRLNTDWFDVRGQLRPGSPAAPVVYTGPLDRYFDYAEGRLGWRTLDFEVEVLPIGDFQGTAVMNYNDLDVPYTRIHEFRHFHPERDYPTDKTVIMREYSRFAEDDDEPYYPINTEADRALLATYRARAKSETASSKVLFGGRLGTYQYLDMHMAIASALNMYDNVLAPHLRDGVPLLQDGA
BioA inh – inhibitors of Mycobacterium tuberculosis BioA enzyme | purified M. tuberculosis BioA enzyme, plate reader | 0.096% of 360,000 active | inhibition, % at 9.99 µM; in the data active = inhibition above about 40%; inconclusive = no clear call, values can overlap the other calls
BoNT A protease – inhibitors of Botulinum neurotoxin A light chain protease. 0.17% of 360,000 active. inhibition, % at 10 µM. multiplex microsphere protease substrate cleavage, flow cytometry. AID 588499; in the data active = inhibition above about 30%; inconclusive = no clear call, values can overlap the other calls; also: plate controls were buffer without enzyme for full effect and enzyme alone for no effect
PrPC surface inh – cell surface PrPC inhibition, primary TR-FRET screen | TR-FRET read-out | 0.43% of 370,000 active | P04156 | inhibition, % at 13.8 µM; in the data active = inhibition above about 24%; also: 0% = median of the test wells and 100% = reference compound wells
Active calls of the source: *; ? = inconclusive; nt = not tested or not shown. Rule as the data show it, unless noted: active = inhibition above about 30%; inactive = the rest.

Start of the data: the first 2 compounds, to show the layout:
1. CC(C)(C)c1ccc(S(=O)(=O)N2CC3CC(C2)c2cccc(=O)n2C3)cc1 (configuration not stated)
2. COc1ccc(CC(=O)N/N=C(\C)c2cccs2)cc1OC
entry no.,1,2
FBA Mtb inh,-2,0
CCHF vOTU inh,-1,2
BoNT F protease,-4,-12
FadD28 binding,-1.7,-2.7
GDH-TPI inh,-2,4
UGM FP inh,3.7,-1.7
BioA inh,0.6,-0.4
BoNT A protease,0.1,0.3
PrPC surface inh,5,-2

The whole of this part, from the first entry:
1. CC(C)(C)c1ccc(S(=O)(=O)N2CC3CC(C2)c2cccc(=O)n2C3)cc1 (configuration not stated)
2. COc1ccc(CC(=O)N/N=C(\C)c2cccs2)cc1OC
3. Cc1cc(-c2nnc(CCC(=O)NCc3cccc(C(F)(F)F)c3)o2)no1
4. NC(=O)C1CCN(C(=O)Cc2ccc(-c3ccccc3)cc2)CC1
5. COc1ccccc1N(CC(O)COc1c(C)cc(C)cc1C)S(=O)(=O)c1ccccc1 (configuration not stated)
6. O=C(CSc1cn[nH]n1)Nc1ccccc1F
7. CCCn1c(C(C)Nc2nc(-c3cc(Cl)c(N)c(Cl)c3)cs2)nc2cc(Cl)c(N3CCCCC3)cc21 (configuration not stated)
8. CC(Cn1nnc2ccccc21)C(=O)O (configuration not stated)
entry no.,1,2,3,4,5,6,7,8
FBA Mtb inh,-2,0,-1,0,0,-1,-3,-2
CCHF vOTU inh,-1,2,5,9,-1,0,20,-4
BoNT F protease,-4,-12,3,-8,-13,nt,-7,0
FadD28 binding,-1.7,-2.7,-4.9,-1.7,-4.3,-5.0,-3.0,-0.3
GDH-TPI inh,-2,4,-1,7,1,11,7,-3
UGM FP inh,3.7,-1.7,3.9,-1.1,2.7,nt,-1.3,-2.1
BioA inh,0.6,-0.4,-2.8,-0.2,-1.8,-0.3,3.6,nt
BoNT A protease,0.1,0.3,0.5,1.1,-2.0,nt,-0.6,-0.6
PrPC surface inh,5,-2,-1,-3,3,6,2,0

9. CC(=O)Oc1ccc(/C=C2/CCc3ccccc3C2=O)cc1
10. Cn1cnc2ccc([N+](=O)[O-])cc2c1=O
11. O=C1C(=Cc2ccccc2[N+](=O)[O-])Cc2ccccc21
12. COc1cccc(NS(=O)(=O)c2ccc3[nH]cc(C(=O)N(C)Cc4ccco4)c(=O)c3c2)c1
13. C=CCn1c(SCc2nc3cc(C(F)(F)F)ccc3c(=O)[nH]2)nc2sc(CC)cc2c1=O
14. Cc1ccc(C(=O)N/C(=C\c2ccccc2)C(=O)NCCCn2ccnc2)cc1
15. COc1ccccc1C(=O)NCCC(=O)NC1CCCCCC1
16. CNC(=O)COC(=O)c1cc(=O)[nH]c2ccccc12
entry no.,9,10,11,12,13,14,15,16
FBA Mtb inh,-2,1,3,2,0,1,-3,-3
CCHF vOTU inh,4,3,0,-10,1,19,6,-8
BoNT F protease,-8,1,-5,-5,-1,-2,nt,-2
FadD28 binding,-0.9,-2.2,-2.6,-4.3,-4.2,0.4,-0.5,-2.4
GDH-TPI inh,18,8,17,18,-4,-2,-8,3
UGM FP inh,6.2,0.2,nt,3.8,0.1,-1.7,-4.6,-0.5
BioA inh,-1.0,-1.9,0.5,nt,-1.0,nt,0.6,-1.1
BoNT A protease,-0.6,0.7,-0.3,0.6,0.0,-1.2,nt,0.1
PrPC surface inh,1,-41,-12,-1,-5,0,-3,0

Copied from the list.
Reading for `Cn1cnc2ccc([N+](=O)[O-])cc2c1=O` under BioA inh: -1.9
Reading for `O=C1C(=Cc2ccccc2[N+](=O)[O-])Cc2ccccc21` under CCHF vOTU inh: 0
Reading for `CC(=O)Oc1ccc(/C=C2/CCc3ccccc3C2=O)cc1` under GDH-TPI inh: 18
Reading for `C=CCn1c(SCc2nc3cc(C(F)(F)F)ccc3c(=O)[nH]2)nc2sc(CC)cc2c1=O` under FBA Mtb inh: 0
Reading for `COc1cccc(NS(=O)(=O)c2ccc3[nH]cc(C(=O)N(C)Cc4ccco4)c(=O)c3c2)c1` under BoNT F protease: -5

(continued)
17. CC(C)(C)c1ccc(S(=O)(=O)Nc2cccnc2)cc1
18. O=C(NNc1c(F)c(F)cc(F)c1F)C1CCN(S(=O)(=O)c2ccccc2F)CC1
19. CC1CCN(S(=O)(=O)c2ccc3c(c2)oc(=O)n3C)CC1
20. CC(=NCCc1ccccc1)c1c(O)[nH]c(=O)[nH]c1=O
21. COCCN1CCN(C(=O)c2cc(COc3cncc(Cl)c3)on2)CC1
22. Cc1nc(C(Cl)(Cl)Cl)nc2[nH]ccc(=O)c12
23. C/C(CC(=O)Nc1ccc(OCc2ccccc2)cc1)=N\NC(=O)C(=O)Nc1ccc(C)c(Cl)c1
24. CCN(CC)c1ccc(NC(=O)COC(=O)/C=C/c2nc3ccccc3s2)cc1
entry no.,17,18,19,20,21,22,23,24
FBA Mtb inh,4,2,-8,0,2,-1,1,0
CCHF vOTU inh,7,1,5,-15,-5,0,5,2
BoNT F protease,0,6,14,-8,-10,1,12,-4
FadD28 binding,-0.8,-0.8,-4.1,-1.1,-1.9,-1.1,-1.4,-2.9
GDH-TPI inh,6,-5,-1,11,2,3,7,20
UGM FP inh,0.2,-2.9,-0.3,-1.0,0.7,-1.8,0.4,-3.1
BioA inh,-0.9,8.6,-3.2,nt,0.1,nt,-0.6,nt
BoNT A protease,-0.2,-0.1,3.3,-0.9,-0.3,-0.5,0.3,-0.4
PrPC surface inh,8,-1,8,17,10,4,3,6

25. CC(=O)c1cccc(NC(=O)CSc2ccc(-c3sc(C)nc3C)nn2)c1
26. COC(=O)CN(c1ccccc1F)S(=O)(=O)c1ccccc1
27. O=C(Nc1ccc(Br)cc1)c1ccc(N2C(=O)C3CC=C(Cl)CC3C2=O)cc1 (configuration not stated)
28. CN(C)S(=O)(=O)c1cccc(NC(=O)CNCc2ccccn2)c1
29. CCN1C=C(C(=O)c2ccccc2)C(=O)CC1
30. O=C(C1CCCN(CCCc2ccccc2)C1)N1CCCCCC1 (configuration not stated)
31. CCC(NC(=O)OC(C)(C)C)C(=O)Oc1cc(C)cc2oc(=O)c3c(c12)CCC3 (configuration not stated)
32. Cc1ccc(-n2ncc(C#N)c2/N=C/N2CCOCC2)cc1
entry no.,25,26,27,28,29,30,31,32
FBA Mtb inh,0,0,0,-1,-1,5,-4,-3
CCHF vOTU inh,-12,2,4,4,13,1,-7,-4
BoNT F protease,-16,8,-9,0,0,4,-2,-25
FadD28 binding,-1.1,-4.4,-4.0,-1.3,0.5,0.4,-4.4,-0.8
GDH-TPI inh,6,-11,4,4,5,3,-14,1
UGM FP inh,3.3,0.3,-1.4,-2.0,nt,1.3,-0.3,0.1
BioA inh,4.3,1.0,nt,0.7,-1.6,nt,-0.9,0.2
BoNT A protease,-1.7,-0.5,-0.9,-1.2,-0.4,-0.8,-0.7,0.1
PrPC surface inh,-1,10,-6,-5,4,-6,-4,1

33. CC1(C(=O)NS(=O)(=O)c2ccccc2)CCN1C(=O)CC1CC1 (configuration not stated)
34. O=C(NC1CCCC1)C(c1ccncc1)N(C(=O)c1csnn1)c1ccccc1 (configuration not stated)
35. Cc1ccc(NC(=O)CCNS(=O)(=O)c2ccccc2)cc1S(=O)(=O)N1CCOCC1
36. Cc1ccc(C2CC(=O)N3CN(c4ccc(Br)cc4)CSC3=C2C#N)o1 (configuration not stated)
37. COc1ccc(CCNC(=O)C(=O)c2c(C)n(C)c3ccccc23)cc1OC
38. CC[C@]12c3[nH]c4cc(-c5ccco5)ccc4c3CCN1C(=O)[C@@H](CC(=O)NC/C=C(\C)CCC=C(C)C)C[C@@H]2C(=O)N1CCN(C(=O)C2CC2)CC1
39. Cc1ccc(C)c(N2CCN(S(=O)(=O)c3ccc4c(c3)NC(=O)CC(=O)N4)CC2)c1
40. COc1ccc(OC)c(CNc2ncc(-c3ccc(F)cc3)n2C)c1
entry no.,33,34,35,36,37,38,39,40
FBA Mtb inh,1,0,7,-6,5,11,2,3
CCHF vOTU inh,-9,0,10,30*,-1,-32,10,7
BoNT F protease,-9,-2,4,2,4,-8,3,25
FadD28 binding,-2.8,0.2,-0.4,1.0,1.1,-4.4,-2.0,-1.7
GDH-TPI inh,-11,5,8,-2,24,4,1,2
UGM FP inh,nt,1.0,0.1,1.2,-0.6,nt,-1.1,nt
BioA inh,-1.3,-2.9,-0.8,3.2,-7.3,-0.2,4.0,1.7
BoNT A protease,-0.7,-1.9,0.8,-0.1,-0.3,-0.1,-0.2,2.1
PrPC surface inh,-4,-5,10,3,-2,-4,3,4

41. Cc1cccc(NC(=O)c2ccc(C)c(S(=O)(=O)N3CCCCC3)c2)n1
42. CC(C)[C@H](CO)Nc1nc(NCc2ccc(S(N)(=O)=O)cc2)c2ncn(C(C)C)c2n1
43. COC(=O)CCC(C(=O)CN1C(=O)c2ccccc2C1=O)N1C(=O)c2ccccc2C1=O (configuration not stated)
44. COc1cc(O)cc2c1[C@@H]1Oc3c(ccc(O)c3CC=C(C)C)[C@@H]1CO2
45. COCCN(C(=O)Cn1nnc2ccccc21)C(C(=O)NC1CCCC1)c1cc(OC)ccc1OC (configuration not stated)
46. CC1=C(C(N)=O)C(c2ccccc2F)NC(=O)N1 (configuration not stated)
47. COCCN(C(=S)Nc1ccc(OC)cc1)C1CCN(C(C)C)CC1
48. CCC(=O)C1=C(O)C(c2cccc(Oc3ccccc3)c2)CCC1=O (configuration not stated)
entry no.,41,42,43,44,45,46,47,48
FBA Mtb inh,-1,1,-2,0,5,-1,1,-54
CCHF vOTU inh,24,2,0,7,20,7,-14,4
BoNT F protease,-3,-8,2,-9,1,-3,-1,-2
FadD28 binding,-3.7,-1.0,-1.7,-0.9,-0.7,-0.8,-0.4,-3.9
GDH-TPI inh,-6,4,-4,-2,4,5,-4,7
UGM FP inh,-2.2,-1.3,nt,1.2,1.6,-7.0,1.2,1.9
BioA inh,nt,2.6,nt,0.2,12,-1.1,1.7,5.0
BoNT A protease,-3.0,-0.5,0.3,-1.8,-0.8,0.4,-0.8,0.3
PrPC surface inh,-5,3,0,-3,8,-7,-1,11

49. CC(=O)N1CCN(c2ccc(NC(=S)NC(=O)c3ccc(C)c([N+](=O)[O-])c3)cc2)CC1
50. CCc1ccc2c(Cl)c(C(=O)N/N=C/c3c[nH]c4ccccc34)sc2c1
51. CCOc1ccc2[nH]c(=O)c(CN(Cc3ccc(F)cc3)C(=O)N3CCCC3)cc2c1
52. Cc1ccccc1Nc1nc(Cl)c(C=O)s1
53. Cc1ccc(C(=O)c2coc3ccc(O)cc23)cc1
54. CC1(c2ccc(NC(=O)c3ccccc3F)cc2)CC1(Cl)Cl (configuration not stated)
entry no.,49,50,51,52,53,54
FBA Mtb inh,-2,7,4,-2,1,2
CCHF vOTU inh,2,15,8,5,-3,13
BoNT F protease,?,-20,-13,1,4,-7
FadD28 binding,-2.8,0.2,0.1,-2.7,0.8,-1.5
GDH-TPI inh,2,20,-1,10,2,-2
UGM FP inh,-0.2,1.3,0.6,3.3,0.1,0.8
BioA inh,nt,-1.3,-1.8,-1.3,0.6,-1.6
BoNT A protease,?,-0.7,-0.3,-0.9,-2.3,-7.3
PrPC surface inh,4,12,1,-4,8,-13
